LNCaP diff act: activators of LNCaP prostate cell differentiation, primary screen, flow cytometry side scatter | hit rate 0.56% among 24,000 | side scatter shift, % at 10 µM | 4 d;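 active = side scatter shift above 30%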;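 note: androgen-responsive LNCaP prostate cancer cells in charcoal-stripped serum medium; percent of cells past a gate set so DMSO wells show 10% shift; higher shift means more granular cells and more differentiation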
Autofluor Jurkat: compound autofluorescence on Jurkat cells, primary screen, artefact control for VLA-4 allosteric ligand project, cell-based, flow cytometry | hits give high values; 1 = vehicle-only cell background | hit rate 0.61% among 24,000 | fluorescence ratio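 (tested at 10 µM compound in the well)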;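 active = fluorescence ratio above 2.44, which is 1 plus 3 SD of all ratios; inconclusive = signal too bright to measure linearly, ratio around 10 or more; inactive = fluorescence ratio below 2.44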;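 note: green fluorescence of cells measured with 488 nm excitation and 530 nm emission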
VLA-4 antagonist: inhibitors of LDV-FITC binding to Mn2+-activated VLA-4, primary screen, Jurkat cells | Integrin alpha-4 (Homo sapiens), P13612 | LDV-FITC binding with Mn2+, flow cytometry; 100% = Mn2+-driven binding gain fully reversed | AID 529, 2006 | inhibition, % at 10 µM (by protocol) | hit rate 0.2% among 24,000;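 active = inhibition above 50%; inconclusive = compound itself fluorescent, judged against control cell fluorescence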;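 note: 0% = Mn2+ stimulated cells lacking compound and 100% = ligand binding without Mn2+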
Target sequence (P13612 whole entry, looked up): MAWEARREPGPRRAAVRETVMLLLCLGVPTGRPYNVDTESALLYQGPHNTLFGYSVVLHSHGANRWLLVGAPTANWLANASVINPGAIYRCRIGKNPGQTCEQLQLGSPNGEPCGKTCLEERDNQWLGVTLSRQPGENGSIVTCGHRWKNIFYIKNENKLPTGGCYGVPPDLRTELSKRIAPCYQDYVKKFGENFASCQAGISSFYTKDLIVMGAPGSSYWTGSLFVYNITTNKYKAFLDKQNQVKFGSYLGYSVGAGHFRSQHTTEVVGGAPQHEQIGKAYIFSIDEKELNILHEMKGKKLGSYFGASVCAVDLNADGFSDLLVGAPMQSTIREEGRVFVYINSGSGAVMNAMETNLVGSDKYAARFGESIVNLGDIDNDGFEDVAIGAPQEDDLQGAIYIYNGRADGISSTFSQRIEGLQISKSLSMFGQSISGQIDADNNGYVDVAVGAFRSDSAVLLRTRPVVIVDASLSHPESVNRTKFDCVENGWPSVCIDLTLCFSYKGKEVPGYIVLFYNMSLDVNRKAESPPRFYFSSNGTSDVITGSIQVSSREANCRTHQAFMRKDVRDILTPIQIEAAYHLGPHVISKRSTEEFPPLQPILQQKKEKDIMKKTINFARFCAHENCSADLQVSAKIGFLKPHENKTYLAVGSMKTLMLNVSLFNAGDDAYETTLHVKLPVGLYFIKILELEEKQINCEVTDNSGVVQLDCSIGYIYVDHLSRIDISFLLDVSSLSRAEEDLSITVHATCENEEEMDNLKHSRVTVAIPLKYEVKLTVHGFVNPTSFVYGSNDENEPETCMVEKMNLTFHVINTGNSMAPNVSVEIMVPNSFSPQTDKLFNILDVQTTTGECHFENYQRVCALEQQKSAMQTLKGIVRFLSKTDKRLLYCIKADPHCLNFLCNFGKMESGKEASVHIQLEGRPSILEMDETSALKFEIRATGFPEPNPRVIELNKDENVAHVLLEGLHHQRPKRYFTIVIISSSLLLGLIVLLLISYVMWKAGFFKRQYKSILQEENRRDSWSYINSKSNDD
VLA-4 agonist: enhancers of LDV-FITC binding to VLA-4 integrin, primary screen, Jurkat cells, flow cytometry | Integrin alpha-4 (Homo sapiens), P13612 | AID 528, 2006 | 24,000 tested, under 10 active | activation, % at 10 µM (by protocol);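 active = fluorescent ligand binding to cells raised by more than 40% of the manganese-induced maximum; inconclusive = compound's own fluorescence above 85% of the ligand control signal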;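 note: 0% = ligand binding without compound and 100% = manganese-stimulated maximal binding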
* hit, by the source's call; ? = inconclusive; . = not tested or not shown. These rows are one share of the data, so the mix of outcomes need not match the whole.

Second line of a record: LNCaP diff act	Autofluor Jurkat	VLA-4 antagonist	VLA-4 agonist
[1] CCc1ccc(-c2nc(CSCC(=O)NCCCN3CCCC3=O)c(C)o2)cc1
→ 14	1.1	3	-2
[2] CC(C)n1c(=NC(=O)c2ccco2)c(C#N)cc2c(=O)n3ccccc3cc21
→ 5	1.2	7	0
[3] CCCNC(=O)C1CN(S(=O)(=O)c2ccccc2)CCN1S(=O)(=O)c1ccccc1 (centres undefined)
→ .	1	-22	1
[4] CCC(=O)N1c2ccccc2NC2=C(C(=O)CCC2)C1c1ccc(N(C)C)cc1 (centres undefined)
→ 3	1	12	0
[5] COCCNC(=O)c1nn(-c2cc(OC)cc(OC)c2)c(=O)c2ccccc12
→ 5	0.93	6	9
[6] Cc1cccc(Cn2c(SCCN3CCCCC3)nc3c2c(=O)[nH]c(=O)n3C)c1
→ 16	1	-10	-2
[7] Cc1cccc(NC(=O)CSc2nnc(-c3ccccc3C)o2)c1
→ 12	1	-7	-1
[8] CCOc1cc(C2Nc3ccccc3C(=O)N2c2ccccc2OC)ccc1O (centres undefined)
→ 3	1	-7	-6
[9] CS(=O)(=O)N1CCCC(C(=O)N2CCc3ccccc3C2)C1 (centres undefined)
→ 10	1.1	-23	-3
[10] COc1ccc(Br)cc1CNC(=O)CCN1C(=O)COc2ccccc21
→ 1	0.92	3	-5
[11] CC1(C)OC(=O)N(c2cccnc2)C1(C)O (centres undefined)
→ 11	1	-12	3
[12] Cc1cc(NC(=O)CC(C)(C)C)nc2c1c(=O)oc1ccccc12
→ 6	1.3	?	?
[13] Cc1cc(C(=O)COC(=O)C2COc3ccccc3O2)c(C)n1CC1CCCO1 (centres undefined)
→ 3	1.1	-16	2
[14] O=C(O)C1CCC(=O)N1Cc1ccccc1Cl (centres undefined)
→ 7	0.89	-2	-3
[15] CC(C)CCNC(=O)NC(=O)COc1ccccc1C#N
→ 9	1.1	20	5
[16] Cc1noc(C(=O)NCc2ccco2)c1Cl
→ 5	0.99	1	3
[17] COC(=O)[C@H](C)NC(=O)NCc1ccc(F)cc1
→ 7	1.1	6	-20
[18] COc1ccc(CC(=O)Nc2c3c(nn2-c2cccc(Cl)c2)CS(=O)(=O)C3)cc1
→ 9	0.99	-9	0
[19] COCCn1c(NCc2ccc(C)cc2)nc2c1c(=O)[nH]c(=O)n2C
→ 7	1.1	-4	0
[20] Cc1c(C(=O)NCc2ccccn2)sc2nc(-c3ccc(F)cc3)cn12
→ 4	1	3	-2
[21] CC(C)CC(=O)CN1C(=O)C2(OCCO2)c2ccccc21
→ 9	1.1	-17	-3
[22] C/C(NC1CCCC1)=C(/C#N)C(N)=O
→ 13	0.99	-20	2
[23] CC1=C(n2nnc3ccccc32)C(c2ccccc2)C(C#N)=C(N)O1 (centres undefined)
→ .	1.2	-35	6
[24] CCCCCCn1c(CN2CCN(Cc3ccccc3)CC2)nc2c1c(=O)n(C)c(=O)n2C
→ 5	1.1	-6	3
[25] C=CCn1c2ccccc2c2nnc(SC(CC)C(=O)Nc3nc(C)c(C(=O)OCC)s3)nc21 (centres undefined)
→ 1	1	-22	-2
[26] Cc1cccc(NC(=O)c2cc(S(=O)(=O)NCc3ccco3)ccc2F)c1C
→ 10	0.99	2	-12
[27] Cc1onc(-c2ccccc2)c1C(=O)NCc1cccnc1
→ 14	1.1	-2	2
[28] CN(C(=O)c1ccc(S(=O)(=O)NC2CCCC2)cc1)C1CCCCC1
→ 7	1.1	?	?
[29] CC1=C(C(=O)N2CCOCC2)C(c2ccsc2)C2=C(CCCC2=O)N1 (centres undefined)
→ 19	0.93	7	-3
[30] COc1ccccc1OCCCn1c(=O)oc2ccccc21
→ 1	0.96	-6	-10

Continued:
Second line of a record: LNCaP diff act	Autofluor Jurkat	VLA-4 antagonist	VLA-4 agonist
[31] COc1ccccc1N1CCN(C(=O)c2c(-c3c(Cl)cccc3Cl)noc2C)CC1
→ 7	0.97	-26	-6
[32] COc1ccc2[nH]c3c(=O)n(CCCCC(=O)NCCN4CCCC4)c(=S)[nH]c3c2c1
→ 2	1	-12	5
[33] COc1ccccc1Nc1cc(C(=O)NCCCN2CCOCC2)c2ccccc2n1
→ 7	1.1	8	0
[34] CCC(C)NC(=O)C(Cc1ccccc1)NS(=O)(=O)c1cccc2nsnc12 (centres undefined)
→ 7	1.1	6	0
[35] O=C1NC(c2ccccc2)(C(F)(F)F)SC2=CCCCCN12 (centres undefined)
→ 14	1	1	7
[36] Nc1ccc2nc(-c3ccc(Cl)cc3)[nH]c2c1
→ 12	2	?	?
[37] Cc1ccc(OCC(=O)NCCN2CCCC2)cc1
→ 3	0.96	-9	-2
[38] CCOC(=O)N1CCN(C(=O)C2CCCN(S(C)(=O)=O)C2)CC1 (centres undefined)
→ 7	1.1	-25	10
[39] Cc1cc(C)cc(Nc2cc(C)nc3nc(C)nn23)c1
→ 5	1	0	1
[40] CN1C(=O)C(O)(CC(=O)c2ccc(F)cc2)c2cc(Br)ccc21 (centres undefined)
→ 6	1	-7	-1
[41] Fc1ccc(NCc2nnc(SCc3nnc(-c4ccccc4)o3)n2CC2CCCO2)cc1 (centres undefined)
→ 9	1.1	?	?
[42] CCN(CC)c1ccc2c(c1)CCCN2
→ 14	4.5*	?	?
[43] CCn1ncc(C2=NOC(C(=O)N3CCC(C(N)=O)CC3)C2)c1C (centres undefined)
→ 12	1.1	-1	-3
[44] COc1cc(OC)c(C2Oc3nc(SC)nnc3-c3ccccc3N2C(C)=O)cc1OC (centres undefined)
→ 6	1.1	-16	-3
[45] Cc1ccc(C(=O)OCC(=O)Nc2ccc3c(c2)OCO3)o1
→ 11	1.1	-9	6
[46] CCOC(=O)N1CCN(C(=O)Cc2ccc(-n3c(=S)[nH]c4ccccc4c3=O)cc2)CC1
→ 3	1.1	-10	3
[47] COc1cc2nc(SCC(=O)NCCc3ccccc3)n(Cc3ccco3)c(=O)c2cc1OC
→ 16	1	-11	1
[48] Cc1cc(C(F)F)n2ncc(C(=O)NCc3ccccc3C(F)(F)F)c2n1
→ 1	1.2	-8	1
[49] CCOC(=O)c1cnc2c(C#N)c(C)nn2c1C
→ 5	1	16	0
[50] CC1=C(C(=O)OC2CCCCC2)C(c2ccc(C)o2)C2=C(CC(C)(C)CC2=O)N1 (centres undefined)
→ 8	1	-4	2
[51] CCc1cccc(NC(=O)CN(C)S(=O)(=O)c2cccc3nsnc23)c1
→ 6	0.99	-4	0
[52] O=C(Nc1ccc2c(c1)OCCO2)C1CCN(C(=O)c2ccc(F)cc2)CC1
→ 11	1	12	1
[53] Nc1nnnn1/N=C/c1ccccc1C(F)(F)F
→ 9	1	6	-1
[54] CCCCC(=O)NCCc1cc2ccc(OC)cc2[nH]c1=O
→ 10	1	?	?
[55] O=c1c2oc3ccccc3c2ncn1Cc1ccccc1Cl
→ 9	0.96	11	1
[56] CCCNC(=O)c1ccccc1C(=O)NCCC
→ 4	1	-31	-5
[57] Cc1c(C(=O)OCc2ccccc2)[nH]c2c1C(=O)CC(c1ccco1)C2 (centres undefined)
→ 6	1	-1	3
[58] COCCCNC(CC(=O)Nc1ccc(N(C)C)cc1)C(=O)O (centres undefined)
→ 13	1.6	?	?
[59] Cn1c(=O)c2[nH]cnc2n(C)c1=O
→ 2	1	-8	-2
[60] O=C(CCS(=O)(=O)c1ccc(Br)cc1)NCc1cccs1
→ 5	1.2	?	?

(continued)
Second line of a record: LNCaP diff act	Autofluor Jurkat	VLA-4 antagonist	VLA-4 agonist
[61] CC(=O)NCCn1c(SCC(=O)c2ccccc2)nc2ccccc2c1=O
→ 4	1.2	?	?
[62] CN1C(=O)c2ccccc2Sc2ccc(NC(=O)NC3CC3)cc21
→ 16	1	-15	-2
[63] CC(=O)c1c(Nc2ccc3c(c2)OCCO3)oc(C)cc1=O
→ 11	1	10	-2
[64] C=CCSc1nnc(-c2cccnc2)o1
→ 4	1	-10	2
[65] O=C1CC(c2cccs2)CC2=C1C(c1ccccc1)n1ncnc1N2 (centres undefined)
→ 3	0.95	-20	0
[66] COc1ccc(-c2cc(C(=O)NCc3ccc(Cl)cc3)no2)cc1OC
→ 22	1	6	-5
[67] COc1ccccc1NC(=O)CN1CCN(CC(=O)Nc2ccc3c(c2)OCO3)CC1
→ 4	1.1	11	7
[68] O=C(CCn1c(=O)oc2ccccc21)NCc1ccco1
→ 3	1.1	6	2
[69] CN(CC(=O)NC1CCCCC1)S(=O)(=O)c1cccc2cccnc12
→ 2	0.89	6	-4
[70] O=C(C1CCN(S(=O)(=O)c2cccc3nsnc23)CC1)N1CCCc2ccccc21
→ 13	1.1	1	-11
[71] COc1ccc(C(C)N2CC34C=CC(O3)C(C(=O)OCC(C)C)C4C2=O)cc1 (centres undefined)
→ 5	0.97	-14	1
[72] COc1ccc(CNC(=O)c2ccc(NC(=O)C3CCCO3)cc2)cc1 (centres undefined)
→ 7	1.1	0	-1
[73] Cc1cc(=O)n2nc(N3CCCC(C(=O)N4CCOCC4)C3)sc2n1 (centres undefined)
→ 12	1	7	4
[74] COc1ccc(-c2noc(CCC(=O)NCCCN3CCC(Cc4ccccc4)CC3)n2)cc1
→ 32*	1.2	9	-3
[75] COC(=O)c1ccccc1NC(=O)c1cc(C2CC2)on1
→ 2	1	-1	0
[76] CC(=O)Nc1c2c3c(cccc3n(C)c1=O)C(=O)c1ccccc1-2
→ 6	1.2	16	-13
[77] CC(CN1CCCCC1)OC(=O)c1ccc2c(c1)OCO2 (centres undefined)
→ 8	1	-14	4
[78] NCC(O)COc1ccc2c(c1)OCO2 (centres undefined)
→ 16	1.1	-18	2
[79] CC(C)(C)c1ccc(C(=O)N2CCC(C(=O)NCc3ccncc3)CC2)cc1
→ 11	1.1	-6	2
[80] O=C(CCn1c(=O)oc2ccccc21)Nc1nccs1
→ 6	1.1	-5	1
[81] CCOc1ccc2nc(NC(=O)C(CCSC)NS(=O)(=O)c3cccs3)sc2c1 (centres undefined)
→ 1	1.2	?	?
[82] O=C(NCC1CCCO1)c1cc(-c2ccncc2)nc2ccc(S(=O)(=O)N3CCOCC3)cc12 (centres undefined)
→ 7	1.1	1	1
[83] Cc1[nH]c2ccc(-c3nnc(SCC(=O)NCc4ccco4)n3Cc3ccccc3)cc2c1C
→ 3	1.3	?	?
[84] Cn1cccc1Cc1nnc(SCC(=O)NCc2ccccc2)n1-c1ccc(F)cc1
→ 8	1.1	?	?
[85] COc1ccc(NC(=O)c2cc(CC(C)C)on2)cc1OC
→ 4	1.1	4	-3
[86] O=C(c1ccco1)N1CCN(c2cccc(Cl)c2)CC1
→ 16	1.1	-4	6
[87] CCOc1ccccc1C1C(C(N)=O)=C(C)Nc2nc(CCCO)nn21 (centres undefined)
→ 3	1	-6	5
[88] Cc1cccn2c(=O)c3cc(C(=O)NCCCN4CCCC4=O)n(C)c3nc12
→ 10	1.3	?	?
[89] CCOc1ccccc1C(=O)NCc1ccc2c(c1)OCO2
→ 10	1	-20	-4
[90] COC(=O)c1ccc2ncccc2c1
→ 9	1.1	-17	4

Retrieved by structure from above, 2 records:
Second line of a record: LNCaP diff act	Autofluor Jurkat	VLA-4 antagonist	VLA-4 agonist
[31] COc1ccccc1N1CCN(C(=O)c2c(-c3c(Cl)cccc3Cl)noc2C)CC1
→ 7	0.97	-26	-6
[49] CCOC(=O)c1cnc2c(C#N)c(C)nn2c1C
→ 5	1	16	0

More structures follow.
Second line of a record: LNCaP diff act	Autofluor Jurkat	VLA-4 antagonist	VLA-4 agonist
[91] CCn1c(N)c(C(=O)NC)sc1=S
→ 12	1.1	-5	-6
[92] COc1ccc(N2C(=O)C3C4C=CC(C4)C3C2=O)c(OC)c1 (centres undefined)
→ 4	1	1	3
[93] CC1(C)OC(=O)C(=CNc2ccccc2)C(=O)O1
→ 5	1	4	2
[94] S=c1[nH]nc(Cc2ccccc2)n1-c1ccccc1
→ 7	1.1	-12	4
[95] Cc1cc(C)c(C#N)c(SCS(=O)c2ccc(C(C)(C)C)cc2)n1 (centres undefined)
→ 21	1.1	3	9
[96] O=C(Nc1ccc2oc(-c3ccncc3)nc2c1)c1cccs1
→ 15	1.2	-18	-6
[97] CC1=C(C(=O)Nc2ccccc2)C(c2ccccn2)n2nc(CCCO)nc2N1 (centres undefined)
→ 9	1	4	0

Three structures already listed, arranged by formula weight, ascending.
Second line of a record: LNCaP diff act	Autofluor Jurkat	VLA-4 antagonist	VLA-4 agonist
[20] Cc1c(C(=O)NCc2ccccn2)sc2nc(-c3ccc(F)cc3)cn12
→ 4	1	3	-2
[1] CCc1ccc(-c2nc(CSCC(=O)NCCCN3CCCC3=O)c(C)o2)cc1
→ 14	1.1	3	-2
[83] Cc1[nH]c2ccc(-c3nnc(SCC(=O)NCc4ccco4)n3Cc3ccccc3)cc2c1C
→ 3	1.3	?	?

Source: PubChem (NMMLSC)
